High-throughput results (PubChem)
Statin myotox sup = suppressors of statin myotoxicity in C2C12 myotubes, primary screen, cell-based, single point, plate reader | 0.78% of 330,000 active | C2C12 myotubes + simvastatin, ATP luminescence, 48 h; scaled: DMSO 0, geranylgeraniol control 100 | rescue of ATP level, % at 7.49 µM | AID 602340, 2012;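 active means mean ATP rescue above about 67%, or every replicate alone reaching that limit, limit read from the data, passing the limit was not always enough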;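 further: myotubes were challenged with 10 µM simvastatin during compound exposure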
Active calls of the source: *. Only part of the results is shown. The share of hits here may be higher or lower than overall.

The opening 2 records, to show the layout:
For Cc1c(NC(=O)C(=O)/C=C(\O)c2ccc(Cl)cc2)c(=O)n(-c2ccccc2)n1C the results were Statin myotox sup 6.
For COc1ccc2nc(NC(=O)CSc3nnc(C)s3)sc2c1 the results were Statin myotox sup 26.

Main list, repeating the preview:
For Cc1c(NC(=O)C(=O)/C=C(\O)c2ccc(Cl)cc2)c(=O)n(-c2ccccc2)n1C the results were Statin myotox sup 6.
For COc1ccc2nc(NC(=O)CSc3nnc(C)s3)sc2c1 the results were Statin myotox sup 26.
Screening CC(C)C(=O)N1CCN(c2nc(-c3ccccc3)c3c(c2C#N)CC(C)(C)OC3)CC1 returned Statin myotox sup 3.
CCOc1ccc(OCC)c(NC(=O)CSc2nnnn2CC)c1 was read as Statin myotox sup -5.
Cc1ccc(/C=C/C(=O)NCc2ccc3c(c2)OCO3)o1 was read as Statin myotox sup 15.
`CCCCn1c(O)c(C=NCCCN(C)C)c(=O)[nH]c1=O` gave Statin myotox sup -1.
Screening CCc1sc(C(=O)Nc2ccsc2C(=O)OC)cc1Br returned Statin myotox sup -25.
S=c1[nH]nc(-c2cc(-c3ccccc3)n[nH]2)n1/N=C/c1c2ccccc2cc2ccccc12 was read as Statin myotox sup 13.
CCOc1cc(C2C(C(=O)OC)=C(C)N=C3SC(C)C(=O)N32)ccc1OC(C)=O (stereo unspecified) was read as Statin myotox sup 10.
For CCN(Cc1ccccc1)S(=O)(=O)c1cc(C(=O)NC(C)C2CC3CCC2C3)ccc1OC (stereo unspecified) the results were Statin myotox sup 10.
For CCCC(=O)Nc1ccc(N2CCN(C(=O)c3cccs3)CC2)cc1 the results were Statin myotox sup -10.
`Cc1cc(NC(=O)CN2CCN(S(=O)(=O)c3ccc4ccccc4c3)CC2)no1` gave Statin myotox sup 32.
`Cc1ccc(NC(=O)/C(=C/c2cccc(Br)c2)NC(=O)c2ccco2)cc1` gave Statin myotox sup -10.
`CCCCNC(=O)N(C)c1nncnc1C(=O)NC` gave Statin myotox sup -1.
CCCOc1ccc(C(=O)C(c2ccccc2)N2CCOCC2)cc1 (stereo unspecified) was read as Statin myotox sup 16.
`C/C(=N\Nc1cc(-c2ccccc2)nc(-c2ccc(Br)cc2)n1)c1cccc(N)c1` gave Statin myotox sup -57.
For CS(=O)(=O)n1nc(-c2ccccc2)nc1N the results were Statin myotox sup 2.
Screening C=CCN=C(C)C1=C(O)CCC1=O returned Statin myotox sup -3.
`CCOCCn1c(CN2CCN(c3ccc(F)cc3)CC2)nc2c1c(=O)n(C)c(=O)n2C` gave Statin myotox sup -9.
For COc1ccc(CCN2C(=O)c3[nH]nc(-c4ccccc4O)c3C2c2cccc(Cl)c2)cc1 (stereo unspecified) the results were Statin myotox sup 19.
For Cc1c(C(=O)N2CCCC2)sc(NC(=O)c2cccc(Cl)c2)c1C#N the results were Statin myotox sup -11.
Screening O=C(NCc1ccc(F)cc1)C1CC(=O)N(CCc2ccccc2)C1 (stereo unspecified) returned Statin myotox sup 2.
CCOC(=O)C1CCc2nc3ccccc3c(=O)n21 (stereo unspecified) was read as Statin myotox sup 2.
`O=C(Nc1ncnc2sc3c(c12)CCCCC3)c1ccco1` gave Statin myotox sup 128*.
O=C(O)CN1C(=O)C2(OCCCO2)c2ccccc21 was read as Statin myotox sup 5.
`C=CCOn1c(C)c(C(C)=O)c2c3nonc3ccc21` gave Statin myotox sup -13.
S=c1[nH]nc(-c2ccncc2)n1Cc1ccccc1 was read as Statin myotox sup 5.
For COc1cc(/C=N/Nc2ccc(Cl)c(C(=O)O)c2)ccc1OCC(=O)N1C(C)CCCC1C (stereo unspecified) the results were Statin myotox sup -4.
Screening C[C@H]1CN([C@@H](C)CO)C(=O)c2cc(C#Cc3ccccn3)cnc2O[C@@H]1CN(C)CC1CCCC1 returned Statin myotox sup 12.
Screening CCOC(=O)C1CCCN(Cc2ccccc2OCC)C1 (stereo unspecified) returned Statin myotox sup -2.
For CCOc1ccc(C(=O)/C=C/c2ccccc2C(F)(F)F)cc1 the results were Statin myotox sup -2.
Screening Cc1ccc(SCCC(=O)Nc2ccc(OCc3ccccc3)cc2)cc1 returned Statin myotox sup -1.
`CSc1nc2c(c(-c3ccc(O)cc3)c1C#N)CCC2` gave Statin myotox sup 17.
For CC(C)(C)n1nnnc1C(c1cccnc1)N1CCN(c2ccccc2)CC1 (stereo unspecified) the results were Statin myotox sup -14.
`CCC1C(=O)N=C(SCC(=O)Nc2cccc3ccccc23)NC1=O` (stereo unspecified) gave Statin myotox sup 6.
Screening CCOCCCNC(=O)CN1C(=O)C(CC)Oc2ccccc21 (stereo unspecified) returned Statin myotox sup -1.
Screening CC(=O)OCCCNc1cc(Sc2ccc(C)cc2)c2nonc2c1[N+](=O)[O-] returned Statin myotox sup 24.
For CC(C1CC1)N(C(=O)NC1CCS(=O)(=O)C1)c1ccccc1 (stereo unspecified) the results were Statin myotox sup 55.
Screening Cc1cc2nnc(SC(C)C)n2c2ccccc12 returned Statin myotox sup -6.
O=C(Nc1ccccc1C(=O)N1CCOCC1)c1cccc(S(=O)(=O)N2CCCC2)c1 was read as Statin myotox sup -16.
For COc1ccc(Cl)cc1Nc1nc(N)nc(C(F)(F)F)n1 the results were Statin myotox sup -9.
`CCc1nc2c(c(=O)c3ccccc3n2C)c(=O)n1-c1ccc(F)cc1` gave Statin myotox sup -3.
COc1cc(C=O)ccc1OCCOCCOc1c(C)cc(Cl)cc1Cl was read as Statin myotox sup 6.
For O=C(Nc1cc(Cl)cc(Cl)c1)c1cccc(OC(F)F)c1 the results were Statin myotox sup -2.
Screening COc1ccc(N(C(=O)c2cccnc2)S(=O)(=O)c2ccc3c(c2)n(C)c(=O)n3C)cc1 returned Statin myotox sup 9.
Screening COc1ccccc1C(=O)NCCn1cc(SCC(=O)Nc2cc(C)on2)c2ccccc21 returned Statin myotox sup -14.
Screening Cc1nc2ccc(S(=O)(=O)NCC(=O)N3CCN(c4ccccn4)CC3)cc2s1 returned Statin myotox sup 4.
`Cc1cccc(-c2nsc(SCC(=O)NCc3ccc4c(c3)OCO4)n2)c1` gave Statin myotox sup 5.
CCOC(=O)Cc1csc(NC(=O)c2cccc(N3C(=O)CCC3=O)c2)n1 was read as Statin myotox sup 3.
`Cc1cccc(N2CCN(C(=O)NCc3ccc(Cl)cc3)CC2)c1` gave Statin myotox sup 1.
`CC(C)OC(=O)CSc1nnc(-c2cnccn2)n1C` gave Statin myotox sup 2.
Screening Cn1c(SCC(=O)NC(C)(C)C)nnc1-c1cccc(NC(=O)c2ccccc2F)c1 returned Statin myotox sup -4.
Screening O=C(Nc1cccc2ccccc12)c1cnccn1 returned Statin myotox sup 1.
`CN(C)C(C)(C)C#CCC(c1ccccc1)c1ccccc1` gave Statin myotox sup -15.
For CCNc1nc(CC)nc2c1oc1ccccc12 the results were Statin myotox sup 40.
Screening FC(F)(F)c1cccc(-c2noc(CN3CCOCC3)n2)c1 returned Statin myotox sup -8.
`O=C(CSc1ncnc2c1cnn2Cc1ccccc1)Nc1ccc2c(c1)OCCO2` gave Statin myotox sup 12.
For O=C1c2ccccc2C(=O)N1n1c(=O)[nH]c2ccccc2c1=O the results were Statin myotox sup -12.
For c1ccc(OCCCn2nnc(-c3ccncc3)n2)cc1 the results were Statin myotox sup 3.
Screening CCOC(=O)C1CCCN(C(=O)c2sc3nc(-c4ccc(F)cc4)cn3c2C)C1 (stereo unspecified) returned Statin myotox sup 12.

Pulled by compound from above:
Screening FC(F)(F)c1cccc(-c2noc(CN3CCOCC3)n2)c1 returned Statin myotox sup -8.
For c1ccc(OCCCn2nnc(-c3ccncc3)n2)cc1 the results were Statin myotox sup 3.
`CN(C)C(C)(C)C#CCC(c1ccccc1)c1ccccc1` gave Statin myotox sup -15.

Continued.
COc1cc(Cn2cnnn2)ccc1O was read as Statin myotox sup 7.
For Cc1ccc(CCn2c3c(c4ccccc42)CN(C)CC3)cn1 the results were Statin myotox sup 1.
For CC(C)(C)c1cnnn1-c1ccc(C=O)cc1 the results were Statin myotox sup 14.
`CCCC#Cc1cnc2c(c1)C(=O)N([C@H](C)CO)C[C@H](C)[C@@H](CN(C)Cc1ccccc1F)O2` gave Statin myotox sup 17.
Brc1ccc(-c2nc3ncccn3c2Nc2ccc3c(c2)OCCO3)o1 was read as Statin myotox sup 24.
COC(=O)CN(n1cnnc1)S(=O)(=O)c1ccc(C)cc1 was read as Statin myotox sup 13.
Screening Cc1c(NC(=O)/C=C/c2cn(-c3ccccc3)nc2-c2ccccc2)c(=O)n(-c2ccccc2)n1C returned Statin myotox sup 23.
Screening O=C1N=C(N2CCOCC2)CS1 returned Statin myotox sup 2.
CC(=C\C(=O)O)/C(=C/c1ccccc1)C(=O)O was read as Statin myotox sup 7.
Screening Cn1nnnc1SCc1c(F)cccc1F returned Statin myotox sup 45.

Gathered by group, those above with a furan ring, fused or not.
Cc1ccc(/C=C/C(=O)NCc2ccc3c(c2)OCO3)o1 was read as Statin myotox sup 15.
`Cc1ccc(NC(=O)/C(=C/c2cccc(Br)c2)NC(=O)c2ccco2)cc1` gave Statin myotox sup -10.
`O=C(Nc1ncnc2sc3c(c12)CCCCC3)c1ccco1` gave Statin myotox sup 128*.
For CCNc1nc(CC)nc2c1oc1ccccc12 the results were Statin myotox sup 40.
Brc1ccc(-c2nc3ncccn3c2Nc2ccc3c(c2)OCCO3)o1 was read as Statin myotox sup 24.

Later entries
Cc1nc(=O)c(-c2ccccc2)c(C)n1-c1ccc(S(N)(=O)=O)cc1 was read as Statin myotox sup 64.
`O=C1CC(N2CCN(c3ccccc3F)CC2)C(=O)N1c1ccc(F)cc1` (stereo unspecified) gave Statin myotox sup -9.
For Cc1ccc(CCN2CC(C(=O)NCCCN3CCCCCC3)CC2=O)cc1 (stereo unspecified) the results were Statin myotox sup 5.
`CCC1(C(=O)OC)NC(c2ccco2)C2C(=O)N(c3ccccc3)C(=O)C21` (stereo unspecified) gave Statin myotox sup -4.
`Cc1n[nH]c(C)c1SCC(=O)Nc1ccc(F)cc1` gave Statin myotox sup 3.
`CCOC(=O)c1sc(=S)n(CC)c1N` gave Statin myotox sup 6.
`Cc1c(CCC(=O)O)c(=O)oc2cc3occ(-c4ccc(F)cc4)c3cc12` gave Statin myotox sup -9.
`c1ccc(-n2nnc3ccccc32)nc1` gave Statin myotox sup -6.
Screening CCOC(=O)c1sc(-c2ccc(F)cc2)cc1N returned Statin myotox sup -55.
For CCc1ccccc1NC(=O)/C(C#N)=C\c1ccc(Sc2ccccc2)o1 the results were Statin myotox sup 7.
C/C(=N\Nc1ccc(C(F)(F)F)cn1)c1ccc(S(=O)(=O)NCc2ccco2)cc1 was read as Statin myotox sup -5.
`O=C(CSc1nc(-c2ccccc2)c(-c2ccccc2)[nH]1)NCc1ccco1` gave Statin myotox sup -12.
Screening CCC/C=N/NC(=O)c1cc(-c2ccccc2)nc2ccccc12 returned Statin myotox sup 3.
Cc1ccsc1/C=C1/SC(=O)N(CC(=O)N2CCOCC2)C1=O was read as Statin myotox sup 3.
For Cc1cc(C)n(-c2nc(NCCC(C)C)c3c4c(sc3n2)COC(C)(C)C4)n1 the results were Statin myotox sup -62.
CC1CCCCC1n1c(=S)[nH]c2ccccc2c1=O (stereo unspecified) was read as Statin myotox sup -51.
CC(C(=O)NCc1ccc2c(c1)OCO2)N1c2cccc3cccc(c23)S1(=O)=O (stereo unspecified) was read as Statin myotox sup 17.
For CCOC(=O)C1=NN(c2ccccc2)C(c2ccccc2)CC1=O (stereo unspecified) the results were Statin myotox sup -3.
Cc1ccc2c(c1)c1c(n2CC(O)Cn2ccnc2C)C(=O)CCC1 (stereo unspecified) was read as Statin myotox sup -3.
For Cc1c(NC(=O)C2CCCN2C(=O)c2cccs2)c(=O)n(-c2ccccc2)n1C (stereo unspecified) the results were Statin myotox sup 5.
O=C(Nc1nc2ccccc2s1)C1CC(=O)N(c2ccc(Br)cc2)C1 (stereo unspecified) was read as Statin myotox sup 1.
`COC(=O)c1ccc(NC(=S)NCCc2ccccc2)cc1` gave Statin myotox sup -13.
`Cc1nc(-c2ccccn2)sc1C(=O)Nc1ccc(F)cc1F` gave Statin myotox sup 4.
Screening O=C(Nc1ccccc1F)c1ccc(-n2cncn2)nc1 returned Statin myotox sup 0.
`Cn1nc(-c2ccccc2)c(-c2nc(-c3cccc(Cl)c3)no2)c1Cl` gave Statin myotox sup -8.
For C/C(CC(=O)Nc1ccc2ccccc2c1)=N\NC(=O)c1cnccn1 the results were Statin myotox sup -1.
`CCN(CC)c1ccc(NC(=O)c2ccco2)c(C)c1` gave Statin myotox sup -27.
For O=C(CCSc1ccccc1)Nc1ccccc1C(=O)N1CCCC1 the results were Statin myotox sup -2.
Screening CCn1c(SC)nnc1-c1ccc(S(=O)(=O)N2CCCCC2)cc1 returned Statin myotox sup -8.
O=C(N1CCOCC1)N1CCN(c2ccc(F)cc2)CC1 was read as Statin myotox sup 5.
`O=C1CC(=Nc2ccccc2)NN1c1ccccc1` gave Statin myotox sup -3.
Screening COc1ccc(-c2cc(C(F)F)n3ncc(C(=O)N4CCSCC4)c3n2)cc1 returned Statin myotox sup 6.
Screening Cc1c(NC(=O)NC(=O)c2ccc(F)cc2)c(=O)n(-c2ccccc2)n1C returned Statin myotox sup -6.

In the list so far, three have a tert-butyl group:
For CC(C)(C)n1nnnc1C(c1cccnc1)N1CCN(c2ccccc2)CC1 (stereo unspecified) the results were Statin myotox sup -14.
Screening Cn1c(SCC(=O)NC(C)(C)C)nnc1-c1cccc(NC(=O)c2ccccc2F)c1 returned Statin myotox sup -4.
For CC(C)(C)c1cnnn1-c1ccc(C=O)cc1 the results were Statin myotox sup 14.
